Screening results from PubChem.
HP1b chromo inh – inhibitors of HP1-beta chromodomain binding to methylated histone tails; P83916; AlphaScreen HP1-beta / biotin-H3K9me3 peptide binding; Potency, µM (top dose mostly 114 µM), without a hit: at the top dose activity change, negative = inhibition, usual class: inhibitors; hit rate 0.56% among 390,000; note: potency is the fitted concentration of half-maximal effect; nearly all actives have a fitted effect of over 70% in size; inactives centre near 23
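Compound inhibition of the preformed complex between 50 nM HP1-beta and 50 nM biotinylated H3K9me3 peptide was read by AlphaScreen. Buffer was PBS pH 7.4 with 0.01% Tween-20. Incubations ran 30 min at room temperature, with 10 ug/mL donor/acceptor beads.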
Pin1 inhibitor – blocks the human prolyl isomerase Pin1; Q13526; Pin1 FP peptide displacement, HiFluor488, 10 min; Potency, µM (top dose mostly 115 µM), for the others: at the top dose activity, negative = inhibition, hits mostly inhibitors; hit rate 0.009% among 390,000; AID 504891; active = well fitted inhibition curve with a large enough effect in the polarisation, with a control signal flat, not every such curve was filed as active; inconclusive = small, poorly fitted or top-dose-only effect, or effect the other way, or a change in a side signal; inactive = no such curve, though single readings can be large or run the other way; the % refers to the polarisation; note: potency is the fitted concentration of half-maximal effect; % is set by controls: 0 for no effect and ±100 for the full control effect
JMJD2A Tudor – inhibitors of human JMJD2A Tudor domain. O75164. AlphaScreen JMJD2A-Tudor / H3K4me3 peptide binding. Potency, µM (doses to about 114 µM), without a hit: top-dose activity change, negative = inhibition, hits mostly inhibitors. hit rate 4.4% among 390,000. AID 504339; note: potency is the fitted concentration of half-maximal effect; % is set by controls: 0 for no effect and ±100 for the full control effect; nearly all actives have a fitted effect of over 50% in size
G9a block – blocks human histone lysine methyltransferase G9a. hit rate 8.8% among 350,000. G9a H3K9 monomethylation, AlphaScreen, 2 h. AID 504332. Potency, µM (highest dose often 102 µM), inactives show top-dose activity, negative = inhibition, most hits filed as inhibitors. Q96KQ7; note: potency is the fitted concentration of half-maximal effect; % is set by controls: 0 for no effect and ±100 for the full control effect; nearly all actives have a fitted effect of over 75% in size
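G9a (20 nM) was preincubated 15 min with compound, then reacted 2 h at room temperature with 500 nM biotin-H3K9 peptide and 20 µM SAM. Monomethyl-H3K9 detected by AlphaScreen using anti-H3K9me1 antibody.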
PI4K2A block – inhibitors of human PI4K2A. Q9BTU6. purified PI4K2A, ADP-Glo luminescence, 1 h; active compounds read low. activity change, negative = inhibition, % at 76.9 µM. hit rate 0.13% among 420,000; in the data active = activity change below about -50%; inconclusive = mostly about -30% to -49%;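 note: -100% = wells without enzyme as full effect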
Target sequence (Q9BTU6 whole entry, looked up): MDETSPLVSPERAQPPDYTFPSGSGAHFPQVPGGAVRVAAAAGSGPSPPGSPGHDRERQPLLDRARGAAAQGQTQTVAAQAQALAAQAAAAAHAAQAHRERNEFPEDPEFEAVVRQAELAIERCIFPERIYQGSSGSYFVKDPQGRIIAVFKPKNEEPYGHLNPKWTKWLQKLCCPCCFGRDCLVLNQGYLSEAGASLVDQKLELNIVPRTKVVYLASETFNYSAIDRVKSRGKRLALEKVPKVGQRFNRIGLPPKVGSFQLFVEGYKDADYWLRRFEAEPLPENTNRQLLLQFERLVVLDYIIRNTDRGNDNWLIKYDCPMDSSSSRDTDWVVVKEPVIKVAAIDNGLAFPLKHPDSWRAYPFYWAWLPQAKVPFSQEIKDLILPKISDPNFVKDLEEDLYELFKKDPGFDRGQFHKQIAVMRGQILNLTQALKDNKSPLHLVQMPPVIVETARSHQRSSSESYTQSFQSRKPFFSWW
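PI4K2A activity was measured by ADP-Glo luminescence: enzyme (4 ug/mL stock) and phosphatidylinositol (1.2 mM stock) in Tris pH 7.5/MgCl2/EGTA/Triton X-100 buffer were reacted with ATP (300 microM stock) for one hour at ambient temperature.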
ERG-DNA inh – blocks human ERG Ets domain binding to DNA; P11308; fluorescence polarization, His-ERG Ets domain / labelled DNA; Potency, µM (doses to about 76.9 µM), inactives show at the top dose FP activity, negative = inhibition, hits mostly inhibitors; hit rate 0.028% among 370,000; active = well fitted inhibition curve with a large enough effect in the polarisation, with a control signal flat; inconclusive = small, poorly fitted or top-dose-only effect, or effect the other way, or a change in a side signal; inactive = no such curve, though single readings can be large or run the other way; the % refers to the polarisation;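 note: polarization taken with two DNA probes labelled with fluorescein and Texas red; potency is the fitted concentration of half-maximal effect; % of control where 0% means no effect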
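His-tagged ERG Ets domain (1 uM in the protein solution; 300mM KCl, 50mM Tris-HCl, 1mM EDTA, 1mM DTT, pH 7.5) received compound, then a probe mix of 5 nM fluorescein-DNA and 100nM Texas-615-DNA. Fluorescence polarization was read for both dyes.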
GLS inh – blocks human kidney-isoform glutaminase activity; O94925; GLS enzymatic activity, qHTS titration; Potency, µM (highest dose often 45.5 µM), inactives show top-dose activity change, negative = inhibition, hits mostly inhibitors; hit rate 0.21% among 410,000; note: potency is the fitted concentration of half-maximal effect; % is set by controls: 0 for no effect and ±100 for the full control effect
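Glutamate formation by hKGA was monitored fluorometrically using coupled glutamate oxidase, HRP and Amplex Red. Substrate was added as 1 mM L-glutamine solution; incubation was 30 min at RT after an initial read.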
BAZ2B inh – inhibitors of human BAZ2B bromodomain. Potency, µM (highest dose often 114 µM), for the others: top-dose activity change, negative = inhibition, usual class: inhibitors. Q9UIF8. AlphaScreen BAZ2B-H3K14Ac peptide displacement. hit rate 4.4% among 360,000; note: potency is the fitted concentration of half-maximal effect; % is set by controls: 0 for no effect and ±100 for the full control effect; nearly all actives have a fitted effect of over 60% in size
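Inhibition is scored as reduced AlphaScreen emission. The BAZ2B/b-H3(5-23)K14Ac complex (50 nM each) in PBS pH 7.4, 0.01% Tween-20 meets compound (up to 110 uM) for 30 min at RT before bead addition.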
PGK inhibitor – T. brucei PGK inhibition. Potency, µM (doses to about 57.5 µM), for inactives: at the top dose activity change, negative = inhibition, usual class: inhibitors. P07378. hit rate 0.043% among 380,000. PGK/GAPDH coupled, Kinase-Glo luminescence, 60 min; note: potency is the fitted concentration of half-maximal effect; % is set by controls: 0 for no effect and ±100 for the full control effect; nearly all actives have a fitted effect of over 60% in size
Target sequence (P07378 whole entry, looked up): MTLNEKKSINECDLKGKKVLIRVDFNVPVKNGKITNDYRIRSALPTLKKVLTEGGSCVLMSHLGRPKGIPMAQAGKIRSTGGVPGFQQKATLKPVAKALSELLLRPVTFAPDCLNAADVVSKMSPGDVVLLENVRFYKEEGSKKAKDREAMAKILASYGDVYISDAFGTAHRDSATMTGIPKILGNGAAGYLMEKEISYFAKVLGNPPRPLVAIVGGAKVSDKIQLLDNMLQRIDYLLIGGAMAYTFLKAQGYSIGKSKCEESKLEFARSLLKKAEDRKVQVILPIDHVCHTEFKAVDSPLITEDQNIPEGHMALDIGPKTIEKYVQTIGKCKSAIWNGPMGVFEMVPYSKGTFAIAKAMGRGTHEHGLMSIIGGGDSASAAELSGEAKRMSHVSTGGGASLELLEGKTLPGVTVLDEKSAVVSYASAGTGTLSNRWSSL
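Luminescent ATP detection (Kinase-Glo Plus) follows a 60-minute room-temperature incubation, with wells lacking PGK as controls. Buffer: 100 mM TEA (pH 7.6), 5 mM MgCl2, 0.01% Tween-20. Coupling enzyme GAPDH (100 nM final) supplies unstable 1,3-BPG in-well.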
Starred values were filed as active, the others as inactive; i = inactive; ? = inconclusive; nt = no result given; & = joins results of further samples; [ ] = another dose, or the depositor's remark. Unless noted, calls come from the whole dose curve; as a rule, active = well fitted curve in the direction sought with a large enough effect; inconclusive = small, poorly fitted or top-dose-only effect, or another doubt; inactive = no such curve, though single readings can be large; an effect the other way counts as inactive or inconclusive. Random draw from the library. Share with any hit: about 11%.

| cpd | mol | HP1b chromo inh | Pin1 inhibitor | JMJD2A Tudor | G9a block | PI4K2A block | ERG-DNA inh | GLS inh | BAZ2B inh | PGK inhibitor |
| --- | --- | --- | --- | --- | --- | --- | --- | --- | --- | --- |
| 1 | N#C/C(=C\c1ccc2c(c1)OCCO2)C(=O)NC1CCCCC1 | 20% | 0% | -1% | -18% | 2 | -8% | 39%[activator] | -1% | -5% |
| 2 | O=C(Nc1ccccc1N1CCCC1)c1cccnc1Cl | 23% | -2% | -21% | -11%[59 µM] | -6 | 0% | 28% | -1% | -2% |
| 3 | Cc1ccc(-c2nc3c(cnn3-c3ccccc3)c(=O)o2)cc1 | 13% | 0% | -9% | -8%[12.7 µM] | -3 | nt | 6% | 13% | nt |
| 4 | Cc1onc(-c2c(F)cccc2Cl)c1C(=O)OCc1nnc(-c2ccccc2)o1 | 67%[activator] | 0% | 2% | -1%[2.33 µM] | 1 | 4% | 9% | 7% | i |
| 5 | CC1CCN(CCCNC(=O)CN2C(=O)CSc3ccc(S(=O)(=O)N4CCCCC4)cc32)CC1 | 24%&6% | 4%&1% | -12%&-3% | 15%&-2%[59 µM] | 2&5 | -10%&-2% | -11%&0% | -20%&2% | 7% |
| 6 | CCCC(=O)Nc1ccc(N2CCN(C(=O)c3ccccc3C)CC2)cc1 | 14% | -9% | -8% | ? | 3 | 1% | 18% | -1% | i |
| 7 | CC(C)OC(=O)CSc1nnc(CNc2ccc(Cl)cc2)n1Cc1ccccc1 | -8% | 4% | 1%[11.4 µM] | ? | 3 | 4% | -3% | 2% | i |
| 8 | O=C(Cc1ccc(Cl)cc1)Nc1cccc(S(=O)(=O)N2CCCCC2)c1 | 36% | 3% | 6% | 4%[59 µM] | 4 | 4% | -9% | -7% | -1% |
| 9 | CN(C)c1ccc(/C=N/n2c(C3CCCCC3)n[nH]c2=S)cc1 | ? | ? | 40µM* | 10µM* | 2 | 3% | ? | ? | 3% |
| 10 | CC(C)CN(C(=O)COc1cccc(-n2cnnn2)c1)C1CCS(=O)(=O)C1 (stereo unspecified) | 18%[57 µM] | ? | -28% | 17% | -1 | 13% | 8% | -12% | i |
| 11 | COCc1cc(C)nc(N/N=C/c2ccc(Cl)c(Cl)c2)c1C#N | 33% | 6% | -5% | 4% | -1 | -3% | 10% | 5% | 4% |
| 12 | O=S(=O)(c1cccc2nsnc12)N1CCN(c2ncccn2)CC1 | 34% | -4% | -14%[11.4 µM] | 3%[59 µM] | 1 | 1% | -2% | 10% | -4% |
| 13 | CC(=O)Nc1ccc(C(C#N)c2ccccc2)cc1 (stereo unspecified) | 34% | -3% | 2% | 0% | 2 | -7% | -2% | -21% | -1% |
| 14 | Cc1[nH]c(=O)c(C(=O)/C=C/c2ccccc2)c2c1CCCC2 | 5% | 10% | -26% | 2%[59 µM] | 21 | 2% | -2% | -2% | 3% |
| 15 | Brc1ccc(C2=Nn3cnnc3SC2)cc1 | 17% | 0% | -17% | nt | 1 | -13% | -7% | 9% | -9% |
| 16 | Cc1nc(-c2ccccc2)sc1-c1nc(-c2ccncc2)ncc1S(=O)(=O)c1ccccc1 | -1% | -1% | ? | -1%[59 µM] | -1 | 14% | 28% | -6% | 1% |
| 17 | Cn1nnnc1SCCOc1ccc(C#N)cc1 | 43%[activator] | -6% | 4% | 24%[59 µM] | 3 | -3% | -7% | 5% | -6% |
| 18 | COc1ccc(NC(=O)c2cc([N+](=O)[O-])ccc2N2CCCCC2)cc1OC | -20% | 1% | ? | nt | 0 | -9% | -4% | nt | -5% |
| 19 | CCCNC(=O)C(=O)Nc1ccc2c(c1)N(S(=O)(=O)c1cccs1)CCC2 | 27% | 10% | -9% | 5% | 5 | -2% | -10% | 6% | i |
| 20 | CC(C)C(=O)NC(=S)Nc1ccc(S(=O)(=O)Nc2ccccc2)cc1 | 8% | 13% | ? | -4%[59 µM] | -4 | ? | -5% | -27% | i |
| 21 | COC(=O)C1(c2ccccc2)NC(c2cccs2)C2C(=O)N(c3ccccc3)C(=O)C21 (stereo unspecified) | 41% | 0% | -10% | nt | -4 | 1% | -8% | nt | -3% |
| 22 | O=C(Nc1ccc(F)c(F)c1)C1CCN(S(=O)(=O)c2cccc3nonc23)CC1 | 8% | 30%[activator] | -31% | 24% | -6 | 9% | 2% | -3% | -7% |
| 23 | CCOc1ccc(CC(=O)N/N=C(\C)c2cccnc2)cc1OCC | 15% | 3% | -5% | 3% | -2 | 2% | 13% | -11% | 2% |
| 24 | COC(=O)c1cc2sccc2n1Cc1ccc(C)cc1 | 97%[activator] | 5% | 88%[activator] | 44% | 1 | -3% | -2% | 82%[activator] | 1% |
| 25 | CCOC(=O)C1=NN(c2ccc(Cl)cc2)/C(=C/C2=NCCc3cc(OC)c(OC)cc32)S1 | 4% | 5% | -19% | 5%[59 µM] | -6 | 12% | -3% | -36% | 0% |
| 26 | Cc1ccn2cc(-c3cccc([N+](=O)[O-])c3)nc2c1 | 6% | -9% | -18% | -1%[59 µM] | -5 | -2% | 0% | ? | -14% |
| 27 | Cc1ccccc1OCc1ccc(-c2nc(C#N)c(N3CCN(c4cccc(Cl)c4)CC3)o2)o1 | 32% | 4% | -23% | -13%[59 µM] | 1 | -5% | 8% | -15% | i |
| 28 | C=CCn1c(COc2ccccc2)nc2ccccc21 | 44%[activator] | 0% | 13% | 39% | 8 | -8% | -6% | 2% | -15% |
| 29 | Cc1nc(S(=O)(=O)N(C)c2ccccc2)c(C#N)c(C)c1Cl | 54%[activator] | -1% | 13% | 2%[0.0925 µM] | 8 | 4% | -1% | -3% | -7% |
| 30 | O=C(NCCOc1ccc(Cl)cc1)C1CC(=O)N(c2ccc(F)cc2)C1 (stereo unspecified) | 18% | -3% | -4% | -14%[59 µM] | -3 | nt | -12% | 9% | -5%[11.5 µM] |
| 31 | Clc1cccc(-c2ccc(C3Nc4cccc5cccc(c45)N3)o2)c1 | ? | -13% | 40µM* | nt | -1 | nt | 9% | nt | -5% |
| 32 | COc1cc2c(cc1OC)CN(c1ccc(F)cc1[N+](=O)[O-])CC2 | ? | 3% | 50µM* | 35µM* | -2 | -7% | -19% | 40µM* | -3% |
| 33 | O=C(NCc1ccc(OC(F)(F)F)cc1)C1CC2Cn3c(nc4ccccc43)C2N1c1ccccc1 (stereo unspecified) | 43%[activator] | 10% | -21% | nt | 0 | -11% | 0% | -7% | 3% |
| 34 | O=c1c2ccccc2ncn1-c1ccc(Cl)cc1Cl | 33% | -1% | -6% | 25% | -3 | -20% | 2% | 1% | -5% |
| 35 | CNC(=O)N(O)C1N(C)C(=O)N(Cc2ccccc2)C1(C)C (stereo unspecified) | 51% | -3% | -7% | ? | 3 | -3% | 40%[activator] | 4% | i |
| 36 | COc1ccc(C2CC(c3ccccc3OC(C)=O)=NN2C(C)=O)cc1 (stereo unspecified) | 19% | 2% | -7% | -4% | -1 | -7% | 2% | -19% | -7% |
| 37 | COc1ccc(C(=O)Nc2ccccn2)cc1S(=O)(=O)N1CCOCC1 | 21% | -5% | -14% | 1%[0.501 µM] | -3 | 16% | 3% | -7% | i |
| 38 | COc1ccc(NC(=O)/C=C/c2ccc(F)cc2)cn1 | 39%[activator] | 8% | -2% | 26%[59 µM] | 2 | 4% | -13% | 4% | 3% |
| 39 | C/C(=N\NC(=O)CCC(=O)Nc1ccccc1)c1cccs1 | 31% | -2% | 0% | 7%[59 µM] | 0 | -2% | 1% | 2% | -7% |
| 40 | COC(=O)CC1Sc2ccccc2NC1=O (stereo unspecified) | -13% | -12% | -26%[57.1 µM] | -3%[2.33 µM] | -9 | 9% | 3% | 1% | -3% |
| 41 | CC(C)(C)c1ccc(C2C3=C(CCCC3=O)NC3=C2C(=O)c2ccccc23)cc1 (stereo unspecified) | -27% | ? | 25µM* | 40µM* | -3 | 13% | 10% | ? | -28% |
| 42 | COCCN(C(=O)CNC(=O)c1ccco1)C(C(=O)NC1CCCCC1)c1cccc(OC)c1 (stereo unspecified) | 41%[activator] | -9% | -8% | ? | -6 | 13% | -4% | -5% | -9% |
| 43 | Cc1ccc(OCC(=O)Nc2ccc(S(=O)(=O)N3CCCCC3)cc2)c([N+](=O)[O-])n1 | 8% | -2% | -28% | -32% | 0 | -9% | 0% | -19% | -6% |
